# Screening data as filed in PubChem.
# MBD2 DNA inh = inhibitors of MBD2 binding to methylated DNA, primary screen, biochemical, TR-FRET, DNA-binding domain, human; Methyl-CpG-binding domain protein 2 (Homo sapiens), Q9UBB5; inhibition, % at 4.4 µM; MBD2 binding to methylated oligonucleotide; 0.31% of 370,000 active; in the data active = inhibition above about 13%
# Target sequence (Q9UBB5 whole entry, looked up, the tested form may be a part): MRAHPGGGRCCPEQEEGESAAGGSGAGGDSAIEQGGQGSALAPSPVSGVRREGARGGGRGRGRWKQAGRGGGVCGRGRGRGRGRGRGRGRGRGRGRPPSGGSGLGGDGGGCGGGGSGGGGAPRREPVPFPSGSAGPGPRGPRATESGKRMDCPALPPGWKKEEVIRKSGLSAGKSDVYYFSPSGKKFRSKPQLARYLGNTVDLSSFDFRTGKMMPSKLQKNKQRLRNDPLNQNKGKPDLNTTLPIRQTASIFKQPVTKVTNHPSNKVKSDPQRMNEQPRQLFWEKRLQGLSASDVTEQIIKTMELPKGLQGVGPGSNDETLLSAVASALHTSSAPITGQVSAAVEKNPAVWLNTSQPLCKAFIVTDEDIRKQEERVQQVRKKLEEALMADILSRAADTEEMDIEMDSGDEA
# Rev-erbA mod = modulators of Rev-erb alpha DNA binding, primary screen, biochemical, FITC-DNA, fluorescence polarization, uHTS; Rev-erbα–FITC-DNA binding, 90 min; activity, % at 10 µM; AID 1259318, 2017; Nuclear receptor subfamily 1 group D member 1 (Homo sapiens), P20393; 0.79% of 370,000 active;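 active = activity above about 14%, limit read from the data; passing the limit was not always enough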;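 also: 0% = DMSO wells with 35 nM protein and 100% = DMSO wells with 750 nM protein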
# UHRF1 binding = UHRF1 methylated DNA binding inhibitors, primary screen, counter-screen for MBD2 inhibitor project, biochemical, TR-FRET, human UHRF1, single concentration; UHRF1 binding to methylated oligo; AID 687016, 2013; E3 ubiquitin-protein ligase UHRF1 (Homo sapiens), Q96T88; 0.75% of 370,000 active; inhibition, % at 4.4 µM; in the data active = inhibition above about 21%;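 also: UHRF1 SRA domain binding a hemimethylated CpG hairpin DNA probe; 0% = median of test compound wells and 100% = reference inhibitor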
# HTRA1 inh = HTRA1 serine protease inhibitors, primary screen, biochemical, fluorescence polarization, HTS; Q92743; recombinant HTRA1, FP-rhodamine activity-based probe; inhibition, % at 5.96 µM; 0.5% of 340,000 active; AID 504803, 2011; in the data active = inhibition above about 36%;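 also: 0% = enzyme with DMSO and 100% = wells lacking enzyme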
# PG9 binder = binders of HIV-1 gp120 antibody PG9, primary screen, biochemical, TR-FRET; HIV-1 gp120 / PG9 antibody interaction; TR-FRET gp120-PG9 antibody binding; inhibition, % at 6.7 µM; 0.43% of 360,000 active; AID 624416, 2012; in the data active = inhibition above about 8.5%
# LEDGF integ inh = blockers of LEDGF/p75-dependent integrase strand transfer – biochemical, TR-FRET, high throughput, primary screen | 0.64% of 370,000 active | TR-FRET IN-LEDGF/p75 DNA integration, Eu/Cy5 | HIV-1 integrase (with human LEDGF/p75) | inhibition, % at 3.7 µM;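 active = inhibition above the screen-wide mean plus 3 SD, cut at about 13% in these data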;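 also: signal is the Cy5 over europium emission ratio at 671 and 618 nm; 0% = plate median of compound wells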
# ABHD4 inh = ABHD4 inhibitors, primary screen, biochemical, fluorescence polarization, mouse; inhibition, % at 8.92 µM; (Lyso)-N-acylphosphatidylethanolamine lipase (Mus musculus), Q8VD66; purified mABHD4, FP-Rh probe fluorescence polarization; 0.54% of 370,000 active;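 active = inhibition exceeding the mean over every tested compound plus 3 SD, cut at about 30% in these data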;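 also: 0% = plate median of compound wells and 100% = S159A mutant with DMSO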
# Target sequence (Q8VD66 whole entry, looked up): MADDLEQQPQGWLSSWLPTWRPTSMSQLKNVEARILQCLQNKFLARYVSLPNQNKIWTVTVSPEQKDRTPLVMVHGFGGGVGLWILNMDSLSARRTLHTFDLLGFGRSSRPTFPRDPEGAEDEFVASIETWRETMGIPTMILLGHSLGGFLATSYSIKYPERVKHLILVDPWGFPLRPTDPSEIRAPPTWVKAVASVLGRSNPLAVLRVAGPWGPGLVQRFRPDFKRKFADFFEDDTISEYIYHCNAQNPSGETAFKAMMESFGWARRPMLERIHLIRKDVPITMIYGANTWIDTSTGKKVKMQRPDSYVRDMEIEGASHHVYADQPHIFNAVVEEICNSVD
#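 system = mouse ABHD4 enzyme, wild type | medium = HEPES pH 7.0, NaCl, Pluronic buffer | also added = FP-Rh probe | incubation = Enzyme–compound pre-incubation 45 min, then probe 60 min, both 25 °C | technique = fluorescence polarization, excitation 525 nm, emission 598 nm, BODIPY TMR filters | controls = S159A mutant high control, sample median low control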
# PRMT1 FP inh = PRMT1 methyltransferase inhibitors, primary screen, biochemical, fluorescence polarization; Protein arginine N-methyltransferase 1 (Homo sapiens), Q99873; inhibition, % at 2.79 µM; AID 652257, 2013; recombinant PRMT1, activity-based probe fluorescence polarization; 1.3% of 370,000 active;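 active = inhibition above about 21% made by adding two undisclosed values, limit read from the data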
# TCR-CD3 inh = inhibitors of human TCR-CD3 interaction, primary screen, biochemical, fluorescence, TAMRA-labeled TCR probe; T-cell receptor (TCR); 0.37% of 360,000 active; inhibition, % at 9.4 µM; in the data active = inhibition above about 19%;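 also: recombinant mutant TCR 2C K166C tagged with TAMRA read by polarization; 0% = receptor in buffer alone and 100% = receptor with positive control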
# rCAG RNA binder = binders of r(CAG) RNA repeats, primary screen, biochemical, fluorescence | r(CAG) RNA repeat, TO-PRO-1 dye displacement fluorescence | inhibition, % at 3 µM | 1.3% of 370,000 active | AID 651821, 2012;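 active = inhibition above the plate cutoff, the mean of all test compounds on that plate plus 3 SD, cut at about 35% in these data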;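 also: 0% = DMSO alone and 100% = 100 µM mitoxantrone as full dye displacement; higher means more dye released from RNA so lower well fluorescence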
# An asterisk follows results filed as active; nt = not tested or not shown. The list is partial; the hit share may differ from the screen's.
SMILES,MBD2 DNA inh,Rev-erbA mod,UHRF1 binding,HTRA1 inh,PG9 binder,LEDGF integ inh,ABHD4 inh,PRMT1 FP inh,TCR-CD3 inh,rCAG RNA binder
CCc1cc2c(NC(C(=O)O)C(C)C)ncnc2s1 (stereo unspecified),-5,6,-1,9,-0.1,2,0,-2,7,3
COc1ccccc1CN=C1NC(=O)C(CC(=O)Nc2ccc(C(C)=O)cc2)S1 (stereo unspecified),2,0,1,-16,-1.4,-1,-6,-3,-1,5
CCN1C(=O)C(CC(=O)NCCc2ccccc2)N(NC(=O)c2cccnc2)C1=S (stereo unspecified),1,-5,4,0,0.7,-2,3,-2,0,-3
O=C1N[C@H]2CC=C[C@H]2Nc2ccccc21,-4,-3,0,8,-0.9,4,-3,0,-3,3
Cc1nc2ccccc2c(C)c1CC(=O)N(C)CC(=O)Nc1cccc(F)c1,-5,8,-1,-7,-5.2,9,4,-4,1,5
CC12CS(=O)(=O)CC1SC(=S)N2c1ccccn1 (stereo unspecified),4,5,1,2,-0.3,-6,6,1,-1,4
CCc1ccc2c(c1)cc(C)c1nnc(SCC(=O)Nc3cc(OC)c(OC)cc3C(=O)O)n12,-2,1,-1,8,-0.1,-8,3,5,-1,9
O=C1C2C(c3ccccc3)CC=CC2[C@H](c2ccc3ccccc3c2)N1Cc1ccccc1 (stereo partly specified),6,7,12,-27,0.1,5,-7,1,-4,7
Cc1ccc(-c2csc(NC(=O)Cc3cccs3)n2)cc1C,0,-5,1,-12,1.0,0,1,-1,4,12
CC(=O)N=c1sc2c3ccccc3ccc2n1C,0,-2,-9,-6,-0.2,0,-2,2,3,2
Cc1cccc(NC(=O)c2ccc([N+](=O)[O-])o2)n1,-1,nt,-2,10,0.5,-4,-2,-1,-6,1
CCCNc1c(NS(=O)(=O)c2ccc(Cl)s2)c(=O)oc2ccccc12,-1,-3,-1,-4,-0.5,0,4,1,-8,5

# Ordered by SMILES length (high to low): part of the list above.
SMILES,MBD2 DNA inh,Rev-erbA mod,UHRF1 binding,HTRA1 inh,PG9 binder,LEDGF integ inh,ABHD4 inh,PRMT1 FP inh,TCR-CD3 inh,rCAG RNA binder
O=C1C2C(c3ccccc3)CC=CC2[C@H](c2ccc3ccccc3c2)N1Cc1ccccc1 (stereo partly specified),6,7,12,-27,0.1,5,-7,1,-4,7
COc1ccccc1CN=C1NC(=O)C(CC(=O)Nc2ccc(C(C)=O)cc2)S1 (stereo unspecified),2,0,1,-16,-1.4,-1,-6,-3,-1,5
O=C1N[C@H]2CC=C[C@H]2Nc2ccccc21,-4,-3,0,8,-0.9,4,-3,0,-3,3

# New compounds follow
SMILES,MBD2 DNA inh,Rev-erbA mod,UHRF1 binding,HTRA1 inh,PG9 binder,LEDGF integ inh,ABHD4 inh,PRMT1 FP inh,TCR-CD3 inh,rCAG RNA binder
COc1ccccc1N/N=C/c1ccc2c(c1)OCO2,5,-3,1,9,-3.1,-1,5,5,3,5
CNC(=S)N1CCN(S(=O)(=O)c2ccc3ccccc3c2)CC1,3,2,2,-5,-0.2,1,0,5,2,6
CCn1nnnc1-c1ccc(OC)c(S(=O)(=O)Nc2ccc(C)c(C)c2)c1,-4,1,3,4,0.8,0,-2,0,8,-3
CC(=O)Nc1ccc(NC(=O)C(C)O/N=C/c2cccc([N+](=O)[O-])c2)cc1 (stereo unspecified),2,-1,5,8,-2.7,1,-9,-1,-10,1
Cc1oc(C(C)(C)C)cc1C(=O)NCC(=O)NCC(=O)O,0,4,0,1,0.0,-2,6,-4,-7,1
Cc1noc(C(=O)Nc2cc(Cl)ccc2O)c1Cl,-1,-3,-3,-1,-0.1,1,-5,-2,-1,6
Fc1cccc(Cl)c1Cc1noc(/C=C/c2ccccc2)n1,-4,1,0,-19,-3.7,3,-3,-2,7,1
CC(Oc1ccc(Cl)cc1)C(=O)Nc1cccc(S(=O)(=O)N2CCCC2)c1 (stereo unspecified),-3,-1,3,-2,-1.9,3,-9,-2,-13,3
Cc1cc(C(=O)OCC(=O)NCc2ccccc2Cl)c(C)o1,-3,-7,-2,-9,0.8,0,-3,-4,-1,-7
COC(=O)c1ccc(NC(=O)CSc2nncn2-c2ccccn2)cc1,-3,1,2,-4,-0.1,1,4,9,8,3
O=C(Nc1ccc(Cl)cc1)N1CCc2[nH]c3ccccc3c2C1,-3,-4,-1,-16,-2.3,8,-14,0,6,6
CC(C)C(c1nnnn1Cc1ccc(F)cc1)N1CCSCC1 (stereo unspecified),-4,1,-1,0,-2.2,1,-3,-1,3,-4
Cc1ccc(C(C)C)c(OCCNCCc2ccccc2)c1,-3,-1,-3,-3,-0.6,3,21,-4,-1,-5
CCCCCCCNC(=O)C1(CC2CC(c3cccc(Br)c3)=NO2)CCN(C(=O)C2(C)CC2)CC1 (stereo unspecified),-4,-6,-4,-66,2.1,-1,-16,0,1,0
CC1CCN(S(=O)(=O)c2cccc(C(=O)N(C)C3CCS(=O)(=O)C3)c2)CC1 (stereo unspecified),4,-1,1,12,-1.0,-1,-1,-1,0,-3
CCc1ccc2c(c1)C1(SC(NC(C)=O)=NN1C(C)=O)C(=O)N2CC (stereo unspecified),-1,4,2,2,-1.5,0,0,-4,4,-6
Cc1ccc(C(=O)NC2CCS(=O)(=O)C2)cc1S(=O)(=O)N1CCCCC1 (stereo unspecified),-3,-3,25*,-2,0.5,1,-6,0,-6,-1
CCOC(=O)c1ccccc1NC(=O)C1CC(=O)N(c2ccccc2)C1 (stereo unspecified),-1,7,2,1,-0.6,-2,2,1,3,-7
CC(Sc1nnc(C2CC2)n1C1CC1)C(=O)Nc1cccc(S(=O)(=O)N(C)C)c1 (stereo unspecified),-2,6,-1,6,0.0,2,7,37*,5,2
CCc1ccc(-n2cc(-c3ccc([N+](=O)[O-])cc3)[nH]c2=S)cc1,3,-1,-1,1,-2.4,-1,0,4,1,10
Cc1ccc(C)c(NC(=O)c2ccc3nccnc3c2)c1,-5,4,0,1,-1.6,1,1,-2,1,0
NS(=O)(=O)c1ccc(NC(=O)COC(=O)CN2C(=O)C3CC=CCC3C2=O)cc1 (stereo unspecified),2,2,-4,13,0.6,-1,0,1,-1,4
CCOC(=O)c1cc(-c2ccc(Cl)s2)nc2c1c(C)nn2C,-5,11,4,nt,0.3,2,0,-2,1,5
COc1ccccc1C(=O)NCCC(=O)NCc1cccnc1,6,4,-2,2,1.1,0,-3,2,-8,-1
Cc1sc2nc(SCC(=O)C(C)(C)C)n(Cc3ccco3)c(=O)c2c1C,0,-3,0,-41,-0.8,2,1,0,5,1
CCS(=O)(=O)c1nc(S(=O)(=O)c2ccc(Cl)cc2)c(N2CCC3(CC2)OCCO3)s1,3,-1,-3,-7,-1.1,3,-1,-1,9,-3
Cc1ccc(NC(=O)CSc2n[nH]c(-c3cccnc3)n2)cc1Cl,-7,-1,-2,-2,-2.3,6,-6,-6,2,7
O=C(CCN1C(=O)/C(=C/c2ccc(Cl)cc2)SC1=S)NC1C=CS(=O)(=O)C1 (stereo unspecified),0,0,2,4,1.2,-4,2,6,0,2
Cc1cc(-c2ccc(C)c(S(=O)(=O)NCC3CCN(Cc4ccc(F)cc4)CC3)c2)on1,3,-1,1,-7,-2.2,0,8,1,1,-5
CCc1nc(CNC(=O)C2CCC(=O)N(Cc3ccccc3F)C2)no1 (stereo unspecified),-6,0,-3,3,-0.1,1,1,-1,2,-2
O=C(Cc1csc(-c2ccccc2)n1)Nc1ccc(C(F)(F)F)cc1,7,6,5,-14,0.4,-1,-14,5,-3,-1
COc1cc(NC(=O)COC(=O)CSc2ccc3ccccc3c2)c(C)cc1[N+](=O)[O-],-2,0,1,20,-0.9,1,9,0,4,6
COCc1ccc(C(=O)NC2CC(C)(C)Cc3c2cnn3-c2ccc(C)cc2)o1 (stereo unspecified),2,1,-1,-9,0.4,1,-2,-1,-3,-9
O=C(COc1coc(CN2CCc3ccccc32)cc1=O)Nc1ccc([N+](=O)[O-])cc1,-3,1,3,7,-0.6,-1,9,1,8,8
Cc1cc(O)c(CN(C)C)c2c1C(=O)/C(=C/c1ccco1)O2,6,-5,16,-3,-4.4,26*,14,13,4,31
O=C(O)/C=C/C(=O)Nc1ccccc1C(=O)OCC(=O)c1ccc2c(c1)OCCO2,4,0,2,-5,0.0,3,18,-1,6,0

# An excerpt from above, showing only HTRA1 inh and ABHD4 inh.
mol,HTRA1 inh,ABHD4 inh
O=C(CCN1C(=O)/C(=C/c2ccc(Cl)cc2)SC1=S)NC1C=CS(=O)(=O)C1 (stereo unspecified),4,2
Cc1cc(-c2ccc(C)c(S(=O)(=O)NCC3CCN(Cc4ccc(F)cc4)CC3)c2)on1,-7,8

# Further results:
SMILES,MBD2 DNA inh,Rev-erbA mod,UHRF1 binding,HTRA1 inh,PG9 binder,LEDGF integ inh,ABHD4 inh,PRMT1 FP inh,TCR-CD3 inh,rCAG RNA binder
CC(C)C[C@H](NC(=O)C1CCN(C(=O)[C@H](Cc2ccccc2)NC(=O)OC(C)(C)C)CC1)C(=O)O,-4,1,-4,0,-1.8,-2,0,2,1,1
O=C(O)[C@H]1CCCN1S(=O)(=O)c1cccc2cccnc12,-7,-2,-1,-3,-0.1,-4,8,1,5,4
CC(=O)Nc1ccc(C2(c3ccc(NC(C)=O)cc3)NC(=O)c3ccccc32)cc1,2,-4,2,0,-0.9,-3,3,0,0,0
CCOc1cccc(OCCOCCN(C)C)c1,-3,0,2,3,-2.9,-1,13,-1,8,0
COc1ccccc1Nc1nnc(SC(C)C(=O)NC2CC2)s1 (stereo unspecified),-3,7,3,1,0.5,-5,12,4,-2,6
CCCCCCc1nnc(NC(=O)c2ccco2)s1,-5,-1,2,0,0.0,2,3,-6,1,-2
COc1ccccc1NC(=O)Cn1cnc2sc(C)c(S(=O)(=O)N3CCCCC3)c2c1=O,9,1,4,1,-0.1,0,12,4,-2,-3
CCOC(=O)c1c(-c2ccc(C)cc2)csc1NC1=NS(=O)(=O)c2ccccc21,1,37*,1,-9,-0.8,-4,-4,-1,0,5
CCn1nccc1C(=O)Nc1ccc(Cl)c(Cl)c1,-1,-1,0,-23,-0.3,1,-12,-1,3,1
COC(CN1CCc2c(C)nc3c(C#N)cnn3c21)OC,-2,-3,-1,3,-1.2,-1,-1,-4,3,1
COc1ccc2oc(C(=O)Nc3ccc(N4CCOCC4)cc3)c(C)c2c1,-1,-5,0,-10,-0.8,0,7,2,5,25
C=CCN=c1scc(C)n1/N=C/c1ccc(O)c(O)c1,0,0,-2,35,-10,6,40*,9,10,1
O=C(c1ccco1)N1CCn2c1nc1ccccc12,0,-3,0,8,-1.8,1,-2,-2,-3,4
C=C(C)CN=c1scc(C)n1/N=C/c1ccco1,1,-5,-1,11,-2.3,-4,9,-3,1,-5
CCOC(=O)C1(C)CCN1C(=O)c1ccccc1C(F)(F)F (stereo unspecified),0,8,-1,nt,-1.2,0,4,-5,5,-1
